Screening results deposited in PubChem by National Center for Advancing Translational Sciences (NCATS).
PNC inhibitor – inhibitors of perinucleolar compartment assembly; hit rate 3.1% among 140,000; activity change (PNC), negative = inhibition, % at 10 µM; PC3M PTB-GFP, PNC prevalence imaging, 16 h; hits give low values;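 active means readout at or below -70, meaning at least 70% loss of cells showing the perinucleolar compartment, a nuclear body marking cancer cells; inconclusive means readout between -30 and a set limit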;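 further: plate controls were DMSO wells for no effect and camptothecin positive control wells for full effect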
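PC3M cells stably expressing PTB-GFP, 750–1000 cells/well, treated 16 h at 37 °C with compound (23 nl of library stock), in duplicate. After paraformaldehyde fixation and Hoechst stain, imaged at 20x; PNC prevalence scored by image analysis.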
IMPase cell inh – membrane-permeable compound that blocks inositol monophosphatase | P97697 | CHO-M1 cells, IP1 accumulation, HTRF TR-FRET ratio | inhibition (IP1 accumulation), % at 46.1 µM | 120,000 tested, under 10 active; active means well fitted curve in the direction sought with a large enough effect in the signal ratio, not every such curve was filed as active; inconclusive means small, poorly fitted or top-dose-only effect, or a change in a side signal; inactive means no such curve, though single readings can be large or run the other way; the % refers to the signal ratio;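 further: cells stimulated with carbachol in lithium chloride buffer; plate controls were DMSO basal wells for no effect and reference inhibitor wells for full effect; higher means more IMPase inhibition seen as more IP1 and lower FRET ratio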
Target sequence (P97697 whole entry, looked up): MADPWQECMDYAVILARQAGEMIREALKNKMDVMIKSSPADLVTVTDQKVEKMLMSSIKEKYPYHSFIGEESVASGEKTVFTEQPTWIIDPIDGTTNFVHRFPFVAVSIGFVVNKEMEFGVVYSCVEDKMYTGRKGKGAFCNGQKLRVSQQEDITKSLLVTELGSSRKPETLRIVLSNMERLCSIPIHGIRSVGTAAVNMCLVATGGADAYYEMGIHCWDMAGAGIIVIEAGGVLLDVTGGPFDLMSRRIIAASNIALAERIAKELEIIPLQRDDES
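Elevated IP1 in lysates lowers TR-FRET signal (665/620 ratio and 620 channel reported). Cells were CHO-M1, given carbachol (50 uM as added) plus 50mM LiCl, pH 7.4, 30 min, 37C; compounds titrated up to 46 uM; AC50 by Hill equation.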
ALOX12 inhib – blocks human 12-lipoxygenase activity. P18054. purified 12-hLO, xylenol orange hydroperoxide absorbance. AID 1452. hit rate 0.12% among 150,000. Potency, µM (titrated, usually from 57.1 µM), for the others: at the top dose activity change, negative = inhibition, actives largely listed as inhibitors; further: potency means the concentration at half of the fitted maximal effect; nearly all actives have a fitted effect of over 55% in size; many of its hits are not listed in these tables
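Lipoxygenase turnover measured by absorbance at 573 and 405 nm after Fe-XO development. Human 12hLO 150 nM, arachidonate 40 uM, pH 7.0 Hepes buffer with detergent; 15 min compound preincubation, 30 min reaction.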
15-hLO-2 inh – inhibitors of human 15-lipoxygenase 2 (ALOX15B) | hit rate 0.56% among 110,000 | O15296 | purified 15hLO-2, xylenol orange hydroperoxide absorbance | Potency, µM (series often up to 57.1 µM), for inactives: at the highest dose activity change, negative = inhibition, actives largely listed as inhibitors; further: potency means the concentration at half of the fitted maximal effect; nearly all actives have a fitted effect of over 60% in size; many of its hits are not listed in these tables
Target sequence (O15296 whole entry, looked up): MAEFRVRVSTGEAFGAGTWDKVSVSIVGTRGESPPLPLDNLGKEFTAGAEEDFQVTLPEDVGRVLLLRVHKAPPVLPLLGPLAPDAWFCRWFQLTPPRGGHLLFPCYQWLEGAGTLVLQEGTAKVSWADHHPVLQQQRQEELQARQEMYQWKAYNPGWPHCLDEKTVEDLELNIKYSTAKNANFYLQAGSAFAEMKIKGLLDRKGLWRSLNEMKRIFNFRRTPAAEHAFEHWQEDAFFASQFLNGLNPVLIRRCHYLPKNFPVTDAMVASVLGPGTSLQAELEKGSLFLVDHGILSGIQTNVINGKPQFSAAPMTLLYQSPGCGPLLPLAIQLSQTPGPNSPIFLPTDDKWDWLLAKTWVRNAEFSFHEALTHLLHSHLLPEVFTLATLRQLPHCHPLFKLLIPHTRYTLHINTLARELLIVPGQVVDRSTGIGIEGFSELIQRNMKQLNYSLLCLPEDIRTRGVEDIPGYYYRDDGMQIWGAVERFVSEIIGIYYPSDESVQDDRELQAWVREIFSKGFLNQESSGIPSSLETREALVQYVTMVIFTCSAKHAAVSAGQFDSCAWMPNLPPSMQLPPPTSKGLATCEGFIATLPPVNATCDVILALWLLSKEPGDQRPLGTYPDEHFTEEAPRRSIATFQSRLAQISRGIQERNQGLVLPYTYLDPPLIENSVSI
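Purified human 15hLO-2 (50 nM final) preincubated with compounds 15 min at room temperature in 25 mM Hepes pH 7.5, 0.01% Triton X-100, then 45 uM arachidonic acid added for 90 min; hydroperoxide detected via ferrous/xylenol orange, 573/405 nm absorbance ratio.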
* marks the source's active call; other numbers are inactive results; [ ] = remark or other dose. Unless noted, the call rests on the fitted dose curve; in most records, active means well fitted curve in the direction sought with a large enough effect; inconclusive means small, poorly fitted or top-dose-only effect, or another doubt; inactive means no such curve, though single readings can be large; an effect the other way counts as inactive or inconclusive. Unless noted, on the % scale 0 is the no-effect control and ±100 the full control effect.

Start of the data: the first two entries, to show the layout:
What do the screens show for `CCCCNC(=S)Nc1ccc(-c2nc3ccc(C)cc3s2)cc1`?
PNC inhibitor: inconclusive; ALOX12 inhib: 1%

How did CC1CCc2sc(C(=O)OC(C)C(=O)Nc3ncc(Cl)cc3Cl)cc2C1 (stereo not given) do in these assays?
PNC inhibitor: -19; ALOX12 inhib: 2%

Results, from the first entry:
What do the screens show for `CCCCNC(=S)Nc1ccc(-c2nc3ccc(C)cc3s2)cc1`?
PNC inhibitor: inconclusive; ALOX12 inhib: 1%

How did CC1CCc2sc(C(=O)OC(C)C(=O)Nc3ncc(Cl)cc3Cl)cc2C1 (stereo not given) do in these assays?
PNC inhibitor: -19; ALOX12 inhib: 2%

What do the screens show for `CCCNC(=O)COc1nc2ccccc2nc1N1CCOCC1`?
PNC inhibitor: 9; ALOX12 inhib: 2%

How did COC(=O)c1nn(-c2cccc(C)c2)c2nnc(Cc3ccccc3)c(=O)n12 do in these assays?
PNC inhibitor: -25; ALOX12 inhib: -1%

How did O=C(O)c1nn(-c2ccc(Cl)cc2)c2c1C(=O)c1ccccc1C2=O do in these assays?
ALOX12 inhib: 5%[11.4 µM]; 15-hLO-2 inh: -4%[11.4 µM]

What do the screens show for `CCC/C(O)=C1\C(=O)CCCC1=NC(C)C(=O)O` (stereo not given)?
PNC inhibitor: 16; IMPase cell inh: 4; ALOX12 inhib: -7%; 15-hLO-2 inh: -3%

How did O=C(c1cnc2n(c1=O)CCS2)N(c1ccccc1)C1CCCCC1 do in these assays?
PNC inhibitor: -106*; IMPase cell inh: -6; ALOX12 inhib: -4%

What do the screens show for `NC(=O)CC(c1ccccc1)c1ccco1` (stereo not given)?
PNC inhibitor: 61; IMPase cell inh: 8; ALOX12 inhib: -2%; 15-hLO-2 inh: inconclusive

Results for CC(=O)N1CCC2(CCN(Cc3nccs3)CC2)CC1 ?
ALOX12 inhib: -1%; 15-hLO-2 inh: -2%

How did C(=C\c1ccccc1)/CN1CCN(c2ncnc3c2oc2ccccc23)CC1 do in these assays?
PNC inhibitor: 5; IMPase cell inh: 16; ALOX12 inhib: -19%; 15-hLO-2 inh: 24%

What do the screens show for `c1ccc(CNc2ccnc(-c3ccoc3)n2)cc1`?
ALOX12 inhib: -6%; 15-hLO-2 inh: 16%

What do the screens show for `O=C(CSCC(=O)OCC(=O)c1ccc(Br)cc1)Nc1ccc(Br)cc1`?
PNC inhibitor: -26; IMPase cell inh: -7; ALOX12 inhib: -10%; 15-hLO-2 inh: 8%

What do the screens show for `CC(C)(C)n1nc2c(c1NC(=O)c1ccc(S(=O)(=O)N3CCCC3)cc1)CS(=O)C2` (stereo not given)?
PNC inhibitor: 8; IMPase cell inh: -6; ALOX12 inhib: 2%; 15-hLO-2 inh: -10%

How did NC(=O)CSc1nnc(-c2ccc(S(=O)(=O)N3CCOCC3)cc2)n1Cc1ccccc1 do in these assays?
PNC inhibitor: -10; IMPase cell inh: 3; ALOX12 inhib: -7%; 15-hLO-2 inh: 7%

Results for CCc1nc(SCC(=O)Nc2nnc(CC)s2)c2c(C)c(C)sc2n1 ?
PNC inhibitor: 8; IMPase cell inh: 1; ALOX12 inhib: -4%; 15-hLO-2 inh: -14%

How did COc1ccccc1C(=O)Nc1nc(-c2cccs2)c(NC(C)=O)s1 do in these assays?
PNC inhibitor: 5; IMPase cell inh: 4; ALOX12 inhib: 5%; 15-hLO-2 inh: -28%

Results for O/C(=C\Sc1nnc(Cc2ccccc2)o1)c1ccc(Br)cc1 ?
PNC inhibitor: -30; IMPase cell inh: -4; ALOX12 inhib: -3%; 15-hLO-2 inh: -14%

What do the screens show for `Cc1[nH]c(C)c(CN(C)C)c1CN(C)C`?
ALOX12 inhib: 0%[11.4 µM]; 15-hLO-2 inh: 3%[11.4 µM]

What do the screens show for `O=C(CN1CCN(C(=O)N2CCCCC2)CC1)Nc1ccc(F)cc1`?
PNC inhibitor: -8; IMPase cell inh: -1; ALOX12 inhib: -2%; 15-hLO-2 inh: -3%

Results for NS(=O)(=O)c1ccc(-n2nncc2C23CC4CC(CC(C4)C2)C3)cc1 ?
PNC inhibitor: -14; IMPase cell inh: -3; ALOX12 inhib: -4%; 15-hLO-2 inh: -9%

What do the screens show for `CCCCN(C(=O)c1ccc(Cl)cc1)C1CC2CCC(C1)N2C` (stereo not given)?
PNC inhibitor: inconclusive; IMPase cell inh: 8; ALOX12 inhib: 1%

What do the screens show for `Cc1ccc(CN2C(=O)CCC2C(=O)NCCCN2CCCCC2C)cc1` (stereo not given)?
PNC inhibitor: 1; IMPase cell inh: 6; ALOX12 inhib: -5%; 15-hLO-2 inh: 3%

What do the screens show for `Cc1ccc2cc(CN(Cc3cccs3)Cc3nnnn3CC3CCCO3)c(=O)[nH]c2c1C` (stereo not given)?
PNC inhibitor: -14; IMPase cell inh: 0; ALOX12 inhib: -8%; 15-hLO-2 inh: 31%[activator]

What do the screens show for `CCN1CCN(CC(=O)Nc2nc3ccc(OC)cc3s2)CC1`?
PNC inhibitor: 30; IMPase cell inh: 2; ALOX12 inhib: -10%; 15-hLO-2 inh: -12%

How did COc1cccc(C(=O)COc2ccccc2N2C(=O)C3C4C=CC(C4)C3C2=O)c1 (stereo not given) do in these assays?
PNC inhibitor: inconclusive; ALOX12 inhib: -1%

What do the screens show for `COc1ccc(Nc2nccc(OC)c2C#N)cc1`?
PNC inhibitor: 37; IMPase cell inh: -19; ALOX12 inhib: 2%; 15-hLO-2 inh: -2%

Results for O=C(Nc1ccc(S(=O)(=O)Nc2nccc(C3Cc4ccccc4C(=O)O3)n2)cc1)c1ccccc1 (stereo not given) ?
PNC inhibitor: 18; IMPase cell inh: 2; ALOX12 inhib: 6%; 15-hLO-2 inh: -4%

Results for c1ccc(-c2nnc3n2N=C(c2ccc4c(c2)OCO4)CS3)nc1 ?
PNC inhibitor: -8; IMPase cell inh: 7; ALOX12 inhib: -5%; 15-hLO-2 inh: 0%

How did CCOC(=O)c1[nH]c2ccc(OC)cc2c1N=CN(C)C do in these assays?
PNC inhibitor: 8; IMPase cell inh: -2; ALOX12 inhib: -1%; 15-hLO-2 inh: -3%

How did COC(=O)CC1C(C(=O)OC)ON2OC(C(=O)OC)C(C(=O)OC)C12 (stereo not given) do in these assays?
PNC inhibitor: 15; ALOX12 inhib: 0%

How did COCCn1c(SCC(=O)Nc2cc(C)nn2-c2ccccc2)nnc1-c1ccncc1 do in these assays?
PNC inhibitor: 3; IMPase cell inh: 2; ALOX12 inhib: 1%

How did Cc1cccc(OCCCCc2c(C)n[nH]c2C)c1 do in these assays?
PNC inhibitor: 14; IMPase cell inh: 4; ALOX12 inhib: 4%; 15-hLO-2 inh: 26%

Results for Cn1cnnc1SCC(=O)NN(c1ccccc1)c1ccccc1 ?
PNC inhibitor: -7; ALOX12 inhib: 1%

Results for CCN(CC)CCCn1c(=S)[nH]c2cc(Cl)ccc2c1=O ?
PNC inhibitor: inconclusive; IMPase cell inh: 6; ALOX12 inhib: -3%; 15-hLO-2 inh: 2%[2.29 µM]

Results for O=C(CCCN1C(=O)c2ccccc2C1=O)NCCN1C(=O)S/C(=C\c2cccs2)C1=O ?
PNC inhibitor: 52; ALOX12 inhib: 2%

Results for Cc1cccc(N2CCN(C3=NC(=O)/C(=C\c4cn[nH]c4-c4ccccc4)S3)CC2)c1 ?
PNC inhibitor: 39; IMPase cell inh: 10; ALOX12 inhib: -3%

How did O=C(/C=C/c1cccs1)Nc1ccc(N2CCOCC2)c(S(=O)(=O)Nc2ccccc2Cl)c1 do in these assays?
PNC inhibitor: inconclusive; ALOX12 inhib: -1%

How did CCCOc1cccc(CN2CCCCC2c2cccnc2)c1 (stereo not given) do in these assays?
PNC inhibitor: -7; IMPase cell inh: 7; ALOX12 inhib: 1%; 15-hLO-2 inh: 21%

Results for O=c1[nH]c(NCCO)nc2c1C1(CCCCC1)Cc1ccccc1-2 ?
PNC inhibitor: 28; IMPase cell inh: 7; ALOX12 inhib: -7%; 15-hLO-2 inh: -5%

Results for COc1cc(C2C3=C(CC(C)(C)CC3=O)OC(N)=C2[N+](=O)[O-])ccc1O (stereo not given) ?
PNC inhibitor: -3; IMPase cell inh: -2; ALOX12 inhib: -4%

What do the screens show for `COc1ccc(NC(=O)C2CCCCN2CC(=O)OCc2ccccc2)cc1OC` (stereo not given)?
PNC inhibitor: inconclusive; IMPase cell inh: -7; ALOX12 inhib: -5%; 15-hLO-2 inh: 5%

Results for COc1ccc(-c2noc(CCCC(=O)O)n2)cc1 ?
PNC inhibitor: 11; IMPase cell inh: -4; ALOX12 inhib: 2%; 15-hLO-2 inh: -1%

What do the screens show for `CC(=O)Nc1sc2c(c1CN1CCN(C)CC1)CCCC2`?
PNC inhibitor: -28; IMPase cell inh: -4; ALOX12 inhib: -1%; 15-hLO-2 inh: 16%

Results for COc1ccc2c(CC(=O)NCC3CCC(C(=O)O)CC3)cc(=O)oc2c1 (stereo not given) ?
PNC inhibitor: inconclusive; IMPase cell inh: 0; ALOX12 inhib: -2%; 15-hLO-2 inh: 0%

What do the screens show for `COC(=O)c1cc(Cl)c(NC(=O)/C=C/c2ccc(Cl)cc2)cc1OC`?
PNC inhibitor: 0; IMPase cell inh: -3; ALOX12 inhib: 2%; 15-hLO-2 inh: -14%

Results for N=C1/C(=C/c2cccn2-c2ccc([N+](=O)[O-])cc2)C(=O)N=C2SC=CN12 ?
PNC inhibitor: inconclusive; IMPase cell inh: -10; ALOX12 inhib: -3%

Results for CC1(C)Cc2ccccc2-c2nnc(-c3ccco3)n21 ?
PNC inhibitor: 0; IMPase cell inh: -1; ALOX12 inhib: -3%; 15-hLO-2 inh: 2%

How did CCOC(=O)C(CC)Sc1nnc2c3cc(C)ccc3n(C)c2n1 (stereo not given) do in these assays?
PNC inhibitor: 10; IMPase cell inh: 7; ALOX12 inhib: -11%; 15-hLO-2 inh: -7%

Results for COc1ccc(N2CN=C3SCC(=O)N3C2)cc1 ?
PNC inhibitor: inconclusive; IMPase cell inh: 3; ALOX12 inhib: -1%

What do the screens show for `O=C(CN1C(=O)CSc2ccccc21)N1CCc2ccccc21`?
PNC inhibitor: -90*; IMPase cell inh: 11; ALOX12 inhib: 0%; 15-hLO-2 inh: 0%

What do the screens show for `Cn1cccc1Cc1nnc(SCC(=O)Nc2ccc3c(c2)OCCO3)n1-c1ccc(F)cc1`?
PNC inhibitor: 4; IMPase cell inh: 1; ALOX12 inhib: 1%

What do the screens show for `Cc1cc(NC(=O)CCCSc2nc(-c3ccco3)cc(C(F)(F)F)n2)no1`?
PNC inhibitor: 35; IMPase cell inh: 2; ALOX12 inhib: -2%; 15-hLO-2 inh: 4%

What do the screens show for `O=c1c2c3c(sc2nc2n1CCCCC2)CCCCC3`?
PNC inhibitor: inconclusive; IMPase cell inh: -1[1.84 µM]; ALOX12 inhib: -6%; 15-hLO-2 inh: -3%[11.4 µM]

How did Cc1c(Cl)cccc1NC(=S)NCCC(C)C do in these assays?
PNC inhibitor: inconclusive; IMPase cell inh: 6; ALOX12 inhib: -13%; 15-hLO-2 inh: inconclusive

How did Cc1ccc(C(=O)Nc2ccc(N3CCN(S(C)(=O)=O)CC3)cc2)cc1 do in these assays?
PNC inhibitor: -30; IMPase cell inh: 8; ALOX12 inhib: -3%; 15-hLO-2 inh: -14%

How did COc1ccc(/C=N\NS(=O)(=O)c2ccc(Br)cc2)cc1COc1ccccc1[N+](=O)[O-] do in these assays?
PNC inhibitor: -29; IMPase cell inh: 8; ALOX12 inhib: -2%

How did CCCn1c(=O)c2[nH]c(-c3ccc(OCC(=O)Nc4ccc(C#N)cc4)cc3)nc2n(CCC)c1=O do in these assays?
IMPase cell inh: -3; ALOX12 inhib: -4%; 15-hLO-2 inh: -12%

What do the screens show for `CC(C(=O)NC1CCCC1)N(C(=O)c1snc(C(N)=O)c1N)c1ccc2c(c1)OCCO2` (stereo not given)?
PNC inhibitor: 31; IMPase cell inh: -1; ALOX12 inhib: -8%; 15-hLO-2 inh: 0%

A portion of the library; the hit share may differ from the screen's.
